Assay outcomes: PubChem BioAssay, several laboratories
ABCB1 block – inhibitors of human ABCB1 transporter, ABCG2 counter-screen. CCRF-Adr cells, JC-1 efflux, flow cytometry. inhibition, % at 6.6 µM. P08183. 0.067% of 190,000 active; in the data active = inhibition above about 40%;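 also: 0% = vehicle and 100% = reference inhibitor; higher value means more JC-1 retained so stronger ABCB1 efflux block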
Cdc42 wt – human Cdc42 wildtype GTP binding change, either direction | P60953 | 0.2% of 190,000 active | GST-Cdc42 beads, Bodipy-GTP binding, flow cytometry; actives lie on both sides | percent activity (GTP binding), % at 10 µM;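 active = percent activity GTP binding at least 20 points away from the 100% baseline, either down as inhibitor or up as activator; inconclusive = compound flagged as likely green fluorescent from well-wide comparison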;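 also: median bead fluorescence of bound Bodipy-FL-GTP at 100 nM; 0% = excess unlabeled GTP control and 100% = no compound control; below 100% means less GTP binding so inhibitor and above means activator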
Target sequence (P60953 whole entry, looked up): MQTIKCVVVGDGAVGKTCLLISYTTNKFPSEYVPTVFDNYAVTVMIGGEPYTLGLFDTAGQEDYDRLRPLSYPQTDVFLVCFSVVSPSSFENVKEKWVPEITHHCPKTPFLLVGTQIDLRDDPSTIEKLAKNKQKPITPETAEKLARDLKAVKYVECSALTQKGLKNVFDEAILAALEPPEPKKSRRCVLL
ABCG2 inh – human ABCG2 inhibition, ABCB1 as counter-screen; Q9UNQ0; IgMXP3 cells, JC-1 efflux, flow cytometry; inhibition, % at 6.6 µM; 0.1% of 190,000 active; AID 1325;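 active = inhibition above 80%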;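 also: 0% = DMSO and 100% = nicardipine control wells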
Target sequence (Q9UNQ0 whole entry, looked up): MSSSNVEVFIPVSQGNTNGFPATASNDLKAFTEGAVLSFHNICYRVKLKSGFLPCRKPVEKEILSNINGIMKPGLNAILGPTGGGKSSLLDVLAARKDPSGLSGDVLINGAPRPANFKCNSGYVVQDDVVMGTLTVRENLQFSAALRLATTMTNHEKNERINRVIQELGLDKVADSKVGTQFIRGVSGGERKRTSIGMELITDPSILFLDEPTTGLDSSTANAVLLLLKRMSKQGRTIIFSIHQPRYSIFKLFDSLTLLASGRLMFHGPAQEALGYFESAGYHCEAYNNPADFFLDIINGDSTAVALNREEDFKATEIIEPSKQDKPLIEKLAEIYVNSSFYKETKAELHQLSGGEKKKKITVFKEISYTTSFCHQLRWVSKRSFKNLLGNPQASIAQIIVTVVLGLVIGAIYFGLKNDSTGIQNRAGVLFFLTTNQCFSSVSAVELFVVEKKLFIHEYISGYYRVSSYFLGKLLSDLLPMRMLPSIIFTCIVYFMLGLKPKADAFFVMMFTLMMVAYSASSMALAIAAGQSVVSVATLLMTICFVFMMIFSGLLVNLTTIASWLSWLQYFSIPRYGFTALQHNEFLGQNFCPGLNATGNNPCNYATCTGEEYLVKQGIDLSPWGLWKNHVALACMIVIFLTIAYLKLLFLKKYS
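Incubation: cells with compound and JC-1, 10 min at 25 °C, rotating, no wash / Test system: IgMXP3 (ABCG2) plus far-red-tagged CCRF-Adr (ABCB1) cells / Compound dosing: one concentration, 6.6 µM final / Also added: JC-1 fluorescent substrate / Evaluation: efflux inhibition in percent versus controls / Detection: flow cytometry, 530 nm JC-1 signal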
Avidin bead fluor – compound fluoresces at 488/530 nm on avidin beads; compound fluorescence 488/530 nm, flow cytometry; stronger effect = higher value; fluorescence (KMESF) at 10 µM; 0.38% of 220,000 active; in the data active = fluorescence above about 47; also: inactives centre near 10
HRas wt GTP bind – modulators of GTP binding to human HRas wildtype. GST-Ras wt beads, Bodipy-FL-GTP binding, flow cytometry; actives lie on both sides. GTP binding activity, % at 10 µM. 0.14% of 190,000 active;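 active = GTP binding activity at least 20% away from the 100% baseline, either lowered as inhibitor or raised as activator; inconclusive = flagged as likely green fluorescent, judged across all proteins in the well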;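 also: 0% = unlabeled GTP competition control and 100% = no-compound control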
Target sequence (P01112 whole entry, looked up): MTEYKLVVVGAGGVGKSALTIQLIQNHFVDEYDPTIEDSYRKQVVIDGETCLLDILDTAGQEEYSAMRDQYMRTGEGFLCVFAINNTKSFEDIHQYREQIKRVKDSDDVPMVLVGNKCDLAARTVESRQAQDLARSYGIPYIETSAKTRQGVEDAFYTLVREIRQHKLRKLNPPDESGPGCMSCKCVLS
Rab7 wt GTP bind – dog Rab7 wildtype GTP binding, inhibitors and activators. GST-Rab7 beads, fluorescent GTP binding, flow cytometry; actives lie on both sides; untreated = 100%, excess cold GTP = 0%. GTP binding activity (percent of control), % at 10 µM. 0.055% of 190,000 active. AID 758;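 active = fluorescent GTP binding to Rab7 beads changed by at least 20 points from the 100% baseline, either direction, mostly lower; inconclusive = compound itself probably fluorescent, or too few beads counted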;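 also: median green fluorescence of bound Bodipy-FL-GTP per Rab7 bead population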
Rac1 mut GTP – alters GTP binding to activated mutant human Rac1. 0.11% of 190,000 active. P63000. AID 764. percent activity (GTP binding), % at 10 µM. GST-Rac1 activated beads, fluorescent GTP binding, flow cytometry; actives lie on both sides; 100% means binding = to untreated wells;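 active = GTP binding at least 20 percentage points away from the 100% baseline, in either direction, so actives lie on both sides; inconclusive = Compound likely fluorescent itself, or too few beads counted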
Rab2 wt GTP – changes GTP binding to wildtype dog Rab2A, up or down; P61105; GST-Rab2 wt beads, Bodipy-GTP binding, flow cytometry; GTP binding activity, % at 10 µM; 0.19% of 190,000 active; AID 760;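 active = GTP binding activity at least 20 points away from 100%, either lowered or raised; inconclusive = signal likely due to the compound's own green fluorescence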;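 also: 0% = beads with excess unlabeled GTP and 100% = no-compound control corrected for plate trend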
GSH fluor – compound fluoresces at 488/530 nm on GSH beads | GSH beads flow cytometry, compound fluorescence 488/530 nm; stronger effect = higher value | AID 1776 | fluorescence (KMESF) at 10 µM | 0.25% of 190,000 active; in the data active = fluorescence above about 89;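 also: glutathione beads carrying GST-tagged Bcl family fusion proteins plus one bare bead set; values are compound well signal with DMSO vehicle wells as background; inactives centre near 16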
Rac1 wt GTP bind – human Rac1 wildtype GTP binding, inhibitors and activators. GST-Rac1 beads, fluorescent GTP binding, flow cytometry; actives lie on both sides; 0 = cold GTP competed, 100 = untreated. 0.27% of 190,000 active. GTP binding activity (% of control), % at 10 µM. P63000;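 active = GTP binding activity at least 20 points away from the 100% control level, either lower or higher; inconclusive = compound flagged as likely green fluorescent, judged across all proteins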
Pf gametocyte – P. falciparum stage V gametocyte viability inhibition; inhibition, % at 10.9 µM; P. falciparum stage V gametocytes, ATP luminescence, 24 h; 0.065% of 150,000 active;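 active = inhibition above the mean plus 3 SD of compounds within the control limits, set per campaign, cut at about 38% in these data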;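 also: 0% = DMSO wells and 100% = medium only without gametocytes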
* = called active by the depositor; ? = inconclusive; . = not tested or not shown.

Below each SMILES: ABCB1 block | Cdc42 wt | ABCG2 inh | Avidin bead fluor | HRas wt GTP bind | Rab7 wt GTP bind | Rac1 mut GTP | Rab2 wt GTP | GSH fluor | Rac1 wt GTP bind | Pf gametocyte
O=C(CCCN1C(=O)/C(=C/c2cccc(Br)c2)SC1=S)Nc1ccccn1
    0.7 | ? | 6 | 12 | ? | ? | ? | ? | 34 | ? | 12
O=C(Nc1ccccc1N1CCOCC1)C1Cc2ccccc2CN1C(=O)c1ccco1 (stereo not given)
    4.3 | 107 | 0 | 25 | 99 | 98 | 102 | 100 | 21 | 106 | .
O=C1C=C(c2ccccc2)C(=O)N1Nc1ccccc1
    0.8 | 100 | 6 | 6 | 98 | 101 | 98 | 99 | 11 | 105 | -40
CC(C)Cn1c(NCCN(C)C)nc2c1c(=O)[nH]c(=O)n2C
    0.3 | 101 | 1 | 12 | 102 | 101 | 102 | 101 | 11 | 104 | .
COc1cc2c(cc1OC)C1=C(C#N)CCC(=NC(=O)c3ccco3)N1CC2
    1.1 | 102 | 3 | 4 | 100 | 109 | 99 | 103 | 11 | 100 | 9
Oc1ccc(N=Nc2n[nH]c(-c3ccc(Br)cc3)n2)cc1
    -1.1 | 101 | 6 | 17 | 100 | 103 | 98 | 96 | 9 | 100 | 3
CC(C)Cc1nc2oc3c(=O)[nH]cnc3c2c2c1CCC2
    0.1 | 98 | 0 | 7 | 96 | 98 | 98 | 94 | 18 | 100 | -17
O=C(NCCCN1CCN(c2ccccc2F)CC1)C1CCN(S(=O)(=O)N2CCOCC2)CC1
    0.3 | 107 | 1 | 12 | 105 | 99 | 102 | 101 | 11 | 107 | .
CN1C(=O)[C@@H]2[C@@H]3C[C@@H]([C@H]4ON=C(c5ccc(Cl)cc5)[C@@H]34)[C@@H]2C1=O
    0.3 | 100 | 0 | 12 | 98 | 100 | 102 | 99 | 16 | 102 | -2
Cc1cc(=O)c2cccc(Br)c2[nH]1
    0.2 | 102 | 5 | 7 | 102 | 94 | 100 | 101 | 14 | 104 | .
COC(=O)C1=C(C)N(CCc2cc(OC)c(OC)c(OC)c2)C(=O)N[C@H]1c1ccc(Br)cc1
    4.0 | 103 | 19 | 12 | 97 | 98 | 100 | 99 | 18 | 101 | .
CCOC(=O)C1C(=O)NCC1c1ccccc1 (stereo not given)
    0.3 | 104 | 1 | 11 | 103 | 103 | 100 | 102 | 23 | 104 | .
CC(=O)Nc1cc(C(=O)NCc2ccco2)ccc1Sc1ccc(F)cc1
    0.8 | 99 | 9 | 3 | 98 | 96 | 99 | 98 | 14 | 101 | -1
OC1CSc2nc3ccccc3n2C1 (stereo not given)
    -1.0 | 89 | 1 | 9 | 92 | 97 | 94 | 96 | 9 | 91 | 1
CC(=O)Nc1cccc(C(=O)/C=C/c2ccc(N(C)C)cc2)c1
    0.5 | 99 | 0 | 5 | 97 | 97 | 96 | 97 | 14 | 100 | 8
COc1ccc(C(=O)OC(COc2ccccc2)Cn2ccnc2)cc1 (stereo not given)
    0.2 | 97 | 0 | . | 97 | 98 | 92 | 97 | 18 | 100 | 10
CCCCC1CC(/C(C)=N/NC(N)=O)OC1=O (stereo not given)
    -2.8 | 105 | -1 | 14 | 106 | 100 | 101 | 104 | 21 | 102 | 12
Cn1c(=O)c(Oc2ccc(Cl)cc2)c(O)c2ccccc21
    0.1 | 86 | 1 | 3 | 92 | 97 | 86 | 86 | 10 | 90 | 6
CCCCNC(=O)NCc1cnn(C)c1C
    2.0 | 100 | 6 | 3 | 101 | 99 | 101 | 99 | 20 | 107 | 3
Cc1ccc(Nc2cc(-n3cccn3)ncn2)c(C)c1
    2.2 | 101 | 30 | 13 | 100 | 102 | 100 | 99 | 34 | 103 | 11

Further structures:
Below each SMILES: ABCB1 block | Cdc42 wt | ABCG2 inh | Avidin bead fluor | HRas wt GTP bind | Rab7 wt GTP bind | Rac1 mut GTP | Rab2 wt GTP | GSH fluor | Rac1 wt GTP bind | Pf gametocyte
O=[N+]([O-])c1cccc(-c2ncc3ccccn23)c1
    0.4 | 89 | 2 | 21 | 89 | 91 | 93 | 92 | 12 | 92 | 16
CC(=O)c1cc(C#N)c(Oc2ccc(F)cc2)nc1C
    0.4 | 105 | 2 | 32 | 104 | 101 | 103 | 103 | 22 | 104 | 9
Cc1ccc(S(=O)(=O)c2c(C)nn(-c3ccccc3)c2OC(=O)c2ccc(Br)o2)cc1
    0.1 | 94 | 12 | 15 | 97 | 97 | 97 | 97 | 11 | 99 | .
CC(=O)c1ccc(S(=O)(=O)N2CCN(C(C)=O)CC2)cc1
    0.2 | 98 | 2 | 12 | 99 | 104 | 97 | 99 | 12 | 99 | -2
CCCCc1c(C)nn(-c2nnc3c4ccccc4n(CC)c3n2)c1C
    4.0 | 94 | 21 | 20 | 97 | 94 | 93 | 96 | 25 | 93 | .
Cc1ccc(S(=O)(=O)N(CC(=O)N2CCOCC2)C2CCCCC2)cc1
    0.7 | 95 | 1 | 9 | 94 | 94 | 92 | 94 | 29 | 89 | -3
Cc1ccc([N+](=O)[O-])cc1-c1[nH]c(-c2ccc(O)c(O)c2)nc1-c1ccccc1
    -0.3 | 95 | -1 | 7 | 97 | 103 | 95 | 97 | 35 | 99 | -51
O=C(Nc1ccc([N+](=O)[O-])cc1)Nc1ccc(Cl)cc1F
    -0.2 | 98 | 0 | -2 | 103 | 105 | 97 | 103 | 24 | 97 | -15
Fc1ccc(C2=Nn3c(nnc3-c3n[nH]c4c3CCC4)SC2)cc1
    0.5 | 97 | 4 | 9 | 98 | 100 | 96 | 95 | 46 | 98 | 2
CS(=O)(=O)N(CC(=O)O)c1cccc(Cl)c1
    0.8 | 99 | 4 | 8 | 100 | 100 | 100 | 102 | 17 | 105 | .
CCC1(c2ccc(F)cc2)NC(=O)N(CC(=O)Nc2cc(S(=O)(=O)N(C)C)ccc2Cl)C1=O (stereo not given)
    0.5 | 103 | 1 | 11 | 98 | 97 | 98 | 98 | 14 | 101 | 11
Clc1cccc(Oc2ncc(CN3CCOCC3)s2)c1
    0.3 | 97 | 2 | 24 | 98 | 96 | 98 | 99 | 13 | 98 | -18
Cc1cc(C)c(S(=O)(=O)N(C)CC(N)=O)c(C)c1
    1.4 | 95 | 6 | 12 | 96 | 101 | 97 | 96 | 31 | 96 | .
CCCCC(=O)Nc1nc2c(OC)cc([N+](=O)[O-])cc2s1
    1.8 | 93 | 28 | 9 | 92 | 97 | 94 | 94 | 15 | 96 | 4
Fc1ccc(N2CCN(Cc3cnc(Oc4ccc(Br)cc4)s3)CC2)cc1
    0.1 | 93 | 1 | 2 | 95 | 92 | 95 | 94 | 26 | 98 | .
O=C(c1cccs1)N1CCN(Cc2cccnc2)CC1
    -1.0 | 99 | -1 | 13 | 101 | 101 | 100 | 101 | 11 | 103 | 7
CCOc1ccc(C(=O)N[C@H](C(=O)O)C(C)C)cc1
    1.6 | 97 | 34 | 18 | 97 | 101 | 98 | 98 | 23 | 100 | .
COC(=O)c1ccccc1OCc1cccc(C)n1
    1.1 | 98 | 6 | 13 | 101 | 103 | 95 | 103 | 8 | 95 | .
O=C(Nc1ccc(Cl)cn1)c1cccnc1
    0.1 | 106 | 1 | 6 | 103 | 100 | 102 | 100 | 10 | 111 | 14
CC(=O)c1cccc(NC(=O)C2C(c3ccccc3)C2(Cl)Cl)c1 (stereo not given)
    -0.4 | 93 | 7 | 8 | 97 | 104 | 94 | 97 | 9 | 97 | 9

Next part:
Below each SMILES: ABCB1 block | Cdc42 wt | ABCG2 inh | Avidin bead fluor | HRas wt GTP bind | Rab7 wt GTP bind | Rac1 mut GTP | Rab2 wt GTP | GSH fluor | Rac1 wt GTP bind | Pf gametocyte
O=C(COC(=O)Cn1cnc2ccccc2c1=O)Nc1ccc(Cl)c(C(F)(F)F)c1
    -0.1 | 93 | 1 | 12 | 95 | 94 | 94 | 93 | 6 | 96 | 3
Cc1ccc(C(=O)OCC(=O)c2ccc[nH]2)s1
    -0.1 | 94 | 1 | 24 | 90 | 94 | 92 | 94 | 7 | 92 | 27
CC(C)C(=O)Nc1cccc(C(=O)Nc2nnc(C(C)C)s2)c1
    -0.1 | 102 | 3 | 5 | 101 | 103 | 97 | 103 | 16 | 104 | .
O=Cc1cccn1-c1c(C(=O)O)cnn1-c1ccccc1
    -0.1 | 97 | 0 | 11 | 97 | 97 | 96 | 98 | 62 | 95 | 15
CCC(C)(C)C(=O)Nc1ccc(C(N)=O)cc1
    0.3 | 111 | 2 | 32 | 104 | 99 | 105 | 106 | 20 | 117 | -18
CN(Cc1cnccn1)Cc1nc(Cc2cccc(F)c2)no1
    2.2 | 99 | 7 | 8 | 99 | 98 | 94 | 96 | 20 | 100 | -5
CCCCOc1ccc(OCCCN2CCOCC2)cc1
    0.6 | 102 | 2 | 6 | 99 | 99 | 97 | 102 | 19 | 98 | .
CN(C)S(=O)(=O)c1cc(C(=O)O)c(NC2CCCCC2)cc1Cl
    0.4 | 102 | 1 | 14 | 101 | 99 | 99 | 100 | 9 | 106 | 6
CN(C)CCNS(=O)(=O)c1ccc(N2CCN(c3ccc(F)cc3)CC2)c([N+](=O)[O-])c1
    3.8 | 101 | 49 | 13 | 103 | 99 | 102 | 102 | 11 | 106 | 5
CCOC(=O)N1CCN(C(=O)CSCc2ccc(Br)cc2)CC1
    0.6 | 97 | 1 | 10 | 97 | 101 | 97 | 98 | 24 | 101 | -3
CCN(CC)S(=O)(=O)c1ccc(NC(=S)NC(=O)CC(C)C)cc1
    0.4 | ? | 2 | 4 | ? | ? | ? | ? | 7 | ? | -14
CC1(C)Nc2ccccc2N(CCC(=O)N2CCOCC2)C1=O
    -0.5 | 102 | 2 | 14 | 102 | 103 | 97 | 101 | 38 | 108 | 1
c1cncc(CNc2cccc(-c3nc4ccccc4[nH]3)c2)c1
    0.9 | 98 | 11 | 12 | 98 | 100 | 99 | 99 | 16 | 98 | 1
COC(=O)c1ccc(C(=O)OC)c(NC(=O)CSCc2ccc(Br)cc2)c1
    1.0 | 103 | 37 | 14 | 99 | 100 | 98 | 102 | 35 | 102 | 15
O=C1NC(=O)/C(=C\c2ccc(Oc3ccc([N+](=O)[O-])cn3)cc2)S1
    -0.1 | 95 | -3 | 2 | 94 | 97 | 96 | 94 | 10 | 97 | .
CC(C)CC(C(=O)NCC1CCCO1)N(C(=O)Cn1nnc(-c2ccc(F)cc2)n1)c1cccc(C(F)(F)F)c1 (stereo not given)
    6.6 | 98 | 4 | 9 | 99 | 95 | 96 | 98 | 26 | 94 | 8
CCNC(=S)NNC(=O)C1CCN(Cc2ccccc2)CC1
    1.2 | 97 | 3 | 24 | 94 | 96 | 97 | 98 | 35 | 96 | -6
